Rac1 wt modul – wildtype Rac1 GTP binding modulators, primary screen, biochemical, GST-Rac1 beads, flow cytometry, multiplex | Ras-related C3 botulinum toxin substrate 1 (Homo sapiens), P63000 | fluorescent GTP binding; actives lie on both sides; 0 = cold GTP competed, 100 = untreated | 0.27% of 190,000 active | GTP binding activity (% of control), % at 10 µM;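 active = GTP binding activity at least 20 points away from the 100% control level, either lower or higher; inconclusive = compound flagged as likely green fluorescent, judged across all proteins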
Rab2 wt GTP – modulators of GTP binding to Rab2A wildtype, primary screen, biochemical, dog, bead-based flow cytometry, multiplex; Ras-related protein Rab-2A (Canis lupus familiaris), P61105; GST-Rab2 wt beads, Bodipy-GTP binding; GTP binding activity, % at 10 µM; 0.19% of 190,000 active; AID 760, 2007;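 active = GTP binding activity at least 20 points away from 100%, either lowered or raised; inconclusive = signal likely due to the compound's own green fluorescence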;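 note: 0% = beads with excess unlabeled GTP and 100% = no-compound control corrected for plate trend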
Rac1 act GTP bind – GTP binding modulators of activated mutant Rac1, primary screen, biochemical, bead-based flow cytometry, multiplex, fluorescent GTP; Ras-related C3 botulinum toxin substrate 1 (Homo sapiens), P63000; GST-Rac1 activated beads; actives lie on both sides; 100% means binding = to untreated wells; percent activity (GTP binding), % at 10 µM; 0.11% of 190,000 active; AID 764, 2007;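 active = GTP binding at least 20 percentage points away from the 100% baseline, in either direction, so actives lie on both sides; inconclusive = Compound likely fluorescent itself, or too few beads counted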
HRas wt GTP – modulators of GTP binding to HRas wildtype, primary screen, biochemical, bead-based flow cytometry, multiplex; GTPase HRas (Homo sapiens), P01112; GST-Ras wt beads, Bodipy-FL-GTP binding; actives lie on both sides; 0.14% of 190,000 active; GTP binding activity, % at 10 µM;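 active = GTP binding activity at least 20% away from the 100% baseline, either lowered as inhibitor or raised as activator; inconclusive = flagged as likely green fluorescent, judged across all proteins in the well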;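 note: 0% = unlabeled GTP competition control and 100% = no-compound control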
ABCG2 inh – ABCG2 efflux pump inhibitors, primary screen, multiplex with ABCB1, IgMXP3 cells, flow cytometry. JC-1 efflux. inhibition, % at 6.6 µM. 0.1% of 190,000 active. AID 1325, 2008;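 active = inhibition above 80%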;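 note: 0% = DMSO and 100% = nicardipine control wells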
Target sequence (Q9UNQ0 whole entry, looked up): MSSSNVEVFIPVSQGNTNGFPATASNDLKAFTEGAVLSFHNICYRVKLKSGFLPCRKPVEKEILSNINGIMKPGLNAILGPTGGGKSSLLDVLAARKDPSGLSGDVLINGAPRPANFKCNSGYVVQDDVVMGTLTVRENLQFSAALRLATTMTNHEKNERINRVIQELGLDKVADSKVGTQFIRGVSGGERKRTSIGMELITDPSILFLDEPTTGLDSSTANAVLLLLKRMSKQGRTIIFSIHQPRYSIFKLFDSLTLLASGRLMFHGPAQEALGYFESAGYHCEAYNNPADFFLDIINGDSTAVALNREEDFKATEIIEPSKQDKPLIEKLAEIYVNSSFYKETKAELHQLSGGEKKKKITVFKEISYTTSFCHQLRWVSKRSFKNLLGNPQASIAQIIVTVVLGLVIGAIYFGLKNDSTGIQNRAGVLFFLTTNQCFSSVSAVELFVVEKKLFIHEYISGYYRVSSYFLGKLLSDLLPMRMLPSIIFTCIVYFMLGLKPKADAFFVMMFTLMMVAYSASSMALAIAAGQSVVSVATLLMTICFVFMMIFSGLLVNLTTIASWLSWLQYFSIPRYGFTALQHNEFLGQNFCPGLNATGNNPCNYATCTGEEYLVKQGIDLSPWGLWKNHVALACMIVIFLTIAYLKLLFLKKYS
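Test system: ABCG2 IgMXP3 and barcoded ABCB1 CCRF-Adr cell mix; Schedule: cells with compound and JC-1, 10 min at 25 °C, rotating, no wash; Technique: flow cytometry of retained JC-1 fluorescence; Measure: % inhibition of efflux relative to nicardipine and DMSO; Controls: nicardipine high and DMSO low controls.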
Mcl1 Noxa PPI – Mcl-1/Noxa binding inhibitors, primary screen, biochemical, TR-FRET, 1536-well; 1.5% of 220,000 active; TR-FRET Mcl-1/Noxa peptide binding, 2 h; inhibition, % at 21.7 µM;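 active = compounds that cut the protein-peptide binding signal by more than 50% relative to plate controls in a single-dose test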;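 note: His-tagged Mcl-1 with rhodamine Noxa BH3 peptide and terbium anti-His antibody; 0% = Mcl-1 plus Noxa peptide wells and 100% = peptide-only wells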
Target sequence (Q07820 whole entry, looked up): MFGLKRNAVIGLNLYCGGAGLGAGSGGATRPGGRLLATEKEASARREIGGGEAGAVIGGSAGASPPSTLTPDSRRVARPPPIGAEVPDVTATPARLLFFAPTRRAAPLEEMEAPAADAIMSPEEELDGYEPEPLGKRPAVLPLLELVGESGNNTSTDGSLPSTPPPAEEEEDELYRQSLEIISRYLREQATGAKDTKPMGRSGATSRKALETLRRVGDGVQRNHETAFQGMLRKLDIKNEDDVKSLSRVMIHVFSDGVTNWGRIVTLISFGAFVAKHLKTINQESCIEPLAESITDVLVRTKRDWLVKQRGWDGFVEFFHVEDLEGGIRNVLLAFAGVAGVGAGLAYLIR
ABCB1 block – ABCB1 efflux pump inhibitors, primary screen, cell-based, multiplex, flow cytometry, ABCG2 counter-screen; CCRF-Adr cells, JC-1 efflux; inhibition, % at 6.6 µM; 0.067% of 190,000 active; AID 1326, 2008; in the data active = inhibition above about 40%;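 note: 0% = vehicle and 100% = reference inhibitor; higher value means more JC-1 retained so stronger ABCB1 efflux block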
Avidin fluor – green autofluorescence of compounds with avidin beads – biophysical, 488/530 nm, flow cytometry, artefact control, profiling panel | compound fluorescence 488/530 nm; active compounds read high | fluorescence (KMESF) at 10 µM | 0.38% of 220,000 active; in the data active = fluorescence above about 47; note: inactives centre near 10
Pf gamet viab – late stage P. falciparum gametocyte viability inhibitors, primary screen, ATP luminescence, HTS; AID 743093, 2013; inhibition, % at 10.9 µM; P. falciparum stage V gametocytes, 24 h; 0.065% of 150,000 active;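 active = inhibition above the mean plus 3 SD of compounds within the control limits, set per campaign, cut at about 38% in these data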;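 note: 0% = DMSO wells and 100% = medium only without gametocytes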
Cdc42 wt GTP – modulators of GTP binding to wildtype Cdc42, primary screen, biochemical, multiplex bead flow cytometry, Bodipy-GTP. Cell division control protein 42 homolog (Homo sapiens), P60953. GST-Cdc42 beads; actives lie on both sides. percent activity (GTP binding), % at 10 µM. 0.2% of 190,000 active. AID 761, 2007;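 active = percent activity GTP binding at least 20 points away from the 100% baseline, either down as inhibitor or up as activator; inconclusive = compound flagged as likely green fluorescent from well-wide comparison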;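 note: median bead fluorescence of bound Bodipy-FL-GTP at 100 nM; 0% = excess unlabeled GTP control and 100% = no compound control; below 100% means less GTP binding so inhibitor and above means activator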
Rab7 wt GTP bind – modulators of GTP binding to Rab7, primary screen, biochemical, wildtype, multiplex bead flow cytometry; 0.055% of 190,000 active; GST-Rab7 beads, fluorescent GTP binding; actives lie on both sides; untreated = 100%, excess cold GTP = 0%; Rab7 GTPase wild type (dog), Bodipy-FL-GTP binding; GTP binding activity (percent of control), % at 10 µM;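 active = fluorescent GTP binding to Rab7 beads changed by at least 20 points from the 100% baseline, either direction, mostly lower; inconclusive = compound itself probably fluorescent, or too few beads counted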;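 note: median green fluorescence of bound Bodipy-FL-GTP per Rab7 bead population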
* hit, by the source's call; u = inconclusive; x = no result given.

SMILES	Rac1 wt modul	Rab2 wt GTP	Rac1 act GTP bind	HRas wt GTP	ABCG2 inh	Mcl1 Noxa PPI	ABCB1 block	Avidin fluor	Pf gamet viab	Cdc42 wt GTP	Rab7 wt GTP bind
COc1ccccc1N/C(=N/c1nc(C)cc(C)n1)NC(C)=O	107	105	104	103	33	8	1.3	11	x	107	101
CCCCC(=O)N1CCCC(c2nc(-c3cccc(OC)c3)no2)C1 (centres undefined)	91	92	89	92	2	3	0.3	11	x	89	91
CN1CCN(S(=O)(=O)c2ccc(-c3ccccc3)cc2)CC1	95	98	96	98	2	7	0.7	14	12	99	96
CCOC(=O)/C(=N\Nc1ccc(C(C)=O)cc1)c1csc(Nc2ccccc2)n1	105	100	101	101	5	11	0.6	2	-5	102	106
COC(=O)N1CC(C)N(C(=O)OC)CC1C (centres undefined)	104	98	97	97	2	4	0.9	11	x	98	100
Fc1ccc(N2CCN(Cc3cnc(Cl)s3)CC2)cc1	99	95	96	97	2	17	0.7	7	x	97	96
CCn1nnc(NC(=O)c2ccc([N+](=O)[O-])o2)n1	97	95	96	95	8	6	-0.7	8	x	96	95
CCCSc1nnc(Sc2nnnn2-c2ccccc2)s1	101	96	96	98	-2	10	-1.9	6	20	98	100
COc1ccccc1C(=O)C1CCCN(Cc2ccc(Oc3ncccn3)cc2)C1 (centres undefined)	99	97	97	99	1	28	1.0	11	1	98	103
COc1cccc(-n2nnc3c(=O)n(CC(=O)NCC4CCCO4)cnc32)c1 (centres undefined)	108	103	104	103	-4	28	-3.0	7	x	106	105
CCOC(=O)C(Sc1nnc(-c2ccncc2)o1)C(C)=O (centres undefined)	105	100	98	100	0	14	0.2	23	5	100	99
O=C(CCNS(=O)(=O)c1ccc(Br)s1)NC1CCCC1	98	97	95	95	2	-5	0.0	4	x	97	92
COc1ccc(C)cc1NC(=O)CN(c1ccccc1)S(C)(=O)=O	105	100	100	101	0	-26	0.0	6	x	104	101
COc1ccc(-c2nc(CS(=O)CC(=O)N3CCc4ccccc4C3)c(C)o2)cc1 (centres undefined)	99	96	98	98	1	19	0.6	6	x	97	93
COc1ccc(-n2c(CCc3ccccc3)n[nH]c2=S)cc1	98	94	93	96	-3	21	-0.9	11	x	93	102

The list goes on (3 carried over from the part before).
SMILES	Rac1 wt modul	Rab2 wt GTP	Rac1 act GTP bind	HRas wt GTP	ABCG2 inh	Mcl1 Noxa PPI	ABCB1 block	Avidin fluor	Pf gamet viab	Cdc42 wt GTP	Rab7 wt GTP bind
COc1ccc(C)cc1NC(=O)CN(c1ccccc1)S(C)(=O)=O	105	100	100	101	0	-26	0.0	6	x	104	101
COc1ccc(-c2nc(CS(=O)CC(=O)N3CCc4ccccc4C3)c(C)o2)cc1 (centres undefined)	99	96	98	98	1	19	0.6	6	x	97	93
COc1ccc(-n2c(CCc3ccccc3)n[nH]c2=S)cc1	98	94	93	96	-3	21	-0.9	11	x	93	102
CCC(CO)Nc1ncc([N+](=O)[O-])cc1C#N (centres undefined)	102	98	100	99	-1	2	-0.5	7	-28	101	91
OCCN(CCO)c1ccc(C(c2ccc(Cl)cc2)c2ccc(N(CCO)CCO)cc2Cl)c(Cl)c1	100	96	95	96	2	31	-1.1	21	19	98	100
Cc1ccc(CN2CCN(C(=O)C3CCCO3)CC2)cc1 (centres undefined)	103	100	96	101	0	-12	0.1	6	-18	103	98
CC(=O)C1=C(N2CCCCC2)CCC1=O	105	100	98	101	0	-2	0.3	10	-16	104	96
CN(C)/C=N/c1nc2nccc(-c3cccnc3)n2n1	105	100	101	104	1	12	-0.1	11	x	100	102
CC1=C(C)CC(C(=O)NCc2ccc3c(c2)OCO3)C(C(=O)O)C1 (centres undefined)	98	99	99	99	2	18	0.8	6	-45	97	97
O=C(Nc1cccnc1)c1cc2nc(C3CC3)cc(C(F)(F)F)n2n1	102	97	99	98	65	15	1.3	29	-1	102	97
CC1(C)CC(=O)C(N=Nc2ccc(S(=O)(=O)N3CCCCCC3)cc2)=C(O)C1	104	99	99	98	6	21	0.1	4	-6	94	93
Cn1c(C(=O)NCc2cccs2)cc2oc3ccccc3c21	96	99	96	99	0	18	0.0	34	x	98	99
O=C(Nc1ccc(F)cc1)c1nc[nH]c1C(=O)Nc1ccc([N+](=O)[O-])cc1	105	103	106	100	3	62*	-1.0	12	6	99	99
O=C(CCCc1ccccc1)Nc1nncs1	101	100	97	101	0	3	0.1	5	x	100	97
Nc1nc(N)c2nc(-c3ccccc3)c(N)nc2n1	97	96	94	97	0	-1	0.0	10	x	91	96
CC(Oc1ccccc1)C(=O)Nc1nnc(C2CCCCC2)s1 (centres undefined)	98	98	95	99	2	1	0.5	12	-9	95	100
O=c1oc2ccccc2c(Nc2cccc(O)c2)c1[N+](=O)[O-]	108	101	102	101	3	21	0.7	17	x	102	103
CC(/C=N/Nc1nncc(=O)[nH]1)=C\c1ccccc1	103	100	99	99	29	5	-0.3	23	-14	104	99
COC(=O)C1CCCN1C(=O)c1cccs1 (centres undefined)	104	99	100	97	13	21	0.1	7	2	103	96
CC(=O)Nc1ccc(NC(=O)C2CC(=O)N(Cc3ccccc3)C2)cc1 (centres undefined)	98	98	95	99	0	-11	0.2	11	13	100	103
Cc1cc(Br)ccc1NC(=O)CCN1C(=O)c2ccncc2C1=O	100	98	99	100	6	10	0.5	10	x	100	100
Nc1ccc(N2CCN(c3ccccc3)CC2)c(F)c1	102	95	95	96	1	25	0.1	7	-6	96	98
CCOC(=O)C1=C(c2ccccc2)NC(=S)NC1c1cccc([N+](=O)[O-])c1 (centres undefined)	103	101	103	102	36	3	2.8	11	-15	102	101
CC(Sc1nc(N)cc(=O)[nH]1)C(=O)NC1CCCCC1 (centres undefined)	103	100	100	102	0	14	0.0	35	-6	102	96
C=C1N(c2ccc(Cl)cc2)C(=O)OC1(C)C	100	96	98	100	0	-13	0.0	4	x	98	97
C#CC[N+](C)(C)CCCCCCCCCCCC	105	102	101	102	2	14	0.2	18	x	104	104
COc1ccc(Cc2nc(C(=O)Nc3ccc(OC)cc3)cs2)cc1	102	99	100	100	1	-1	0.1	7	x	100	100
Cc1nnc(SCC(=O)N2CCOCC2)n1C	104	101	100	100	-3	8	0.0	13	x	102	102
N/C(=N\OC(=O)CCN1C(=O)c2ccccc2C1=O)c1ccccn1	93	95	94	97	10	4	0.0	8	x	95	101
CCC(CC)NC(=O)c1cccc(Oc2ccccc2)c1	99	99	97	97	0	6	-0.6	6	17	96	99
Nc1c(C(=O)c2ccccc2O)cnn1-c1ccc(S(=O)(=O)N2CCOCC2)cc1[N+](=O)[O-]	92	93	92	95	4	16	-0.8	14	-4	92	101
COc1ccc(NC(=O)C2CCCN(S(=O)(=O)c3c(C)n[nH]c3C)C2)cc1 (centres undefined)	104	100	99	101	22	4	1.4	14	x	103	96
CN1CCC(NC(=S)Nc2cccc([N+](=O)[O-])c2)CC1	107	98	100	100	1	-4	0.3	10	x	101	97
CCOC(=O)c1c(NC(=O)C(C)N2CCN(S(=O)(=O)c3cccs3)CC2)sc2c1CCC(C)C2 (centres undefined)	106	102	102	102	3	-6	1.0	18	x	100	100
OCCN(Cc1ccccc1)CC1CC2C=CC1C2 (centres undefined)	100	100	100	102	2	7	0.5	12	x	102	101
O=S(=O)(Cc1ccccc1Cl)Nc1ccccn1	99	101	100	100	2	-5	0.6	8	x	99	99
Cc1ccc2c(C(=O)CN3CCOCC3)c(C)[nH]c2c1	96	94	93	95	1	4	0.0	3	x	92	98
Cc1cccc(NC(=O)c2ccccc2Br)n1	106	99	100	101	0	9	-0.2	5	x	102	99
O=C(CCCOc1ccc(Cl)cc1Cl)N/N=C/c1cccc([N+](=O)[O-])c1	101	94	97	97	5	-8	2.7	13	x	97	94
COc1cc2c(cc1OC)CN(CC(=O)Nc1ccc3c(c1)OCO3)CC2	97	103	97	101	1	27	0.5	10	-1	102	99
CN(c1ccc(C(=O)NCc2ccc3c(c2)OCO3)cc1)S(=O)(=O)c1ccccc1	101	102	96	102	14	0	1.2	10	x	100	106
COc1ccc(CNCCNC(=O)c2nonc2N)cc1OC	107	100	98	103	1	8	0.4	x	13	103	98
CCC(C)(C)C1CCC(=NNc2nc3ccccc3[nH]2)CC1 (centres undefined)	103	99	98	100	1	-18	0.4	2	-10	98	100
Cc1ccc2nc3c(cc2c1)CN(Cc1ccco1)C(=NCC1CCCO1)S3 (centres undefined)	105	100	99	97	45	22	2.5	8	x	97	97
O=C(Cc1ccccc1)NCCS(=O)c1ccc(Cl)cc1 (centres undefined)	95	96	94	96	1	9	0.3	43	-10	97	93
O=C(/C=C/c1ccccc1)Nn1cnc2ccccc2c1=O	100	99	100	101	16	2	2.2	22	5	102	99
CC(=O)Nc1cccc(C(=O)N/N=C/c2ccc(F)cc2)c1	108	100	100	102	-1	21	-0.2	7	-17	105	102
O=C(NCCC1=CCCCC1)NC1CCCCC1	107	102	100	103	37	-6	1.2	35	x	104	101
Cc1ccc(S(=O)(=O)NC(=O)c2cc(C)n(-c3cc(S(=O)(=O)N4CCOCC4)ccc3N3CCCC3)c2C)cc1	101	98	95	100	0	11	0.2	7	x	99	102
O=C(CCc1ccccc1)Nc1ccc(NC(=O)c2ccco2)nc1	104	105	103	107	1	-10	0.1	7	x	106	101
O=c1c2ccccc2c(-c2n[nH]c(=S)o2)nn1Cc1ccccc1	u	u	u	u	-2	33	-0.8	25	x	u	u
CCCCCn1c(SCC(=O)OCC)nc2cc(C(=O)N3CCC(C(N)=O)CC3)ccc2c1=O	104	96	100	100	8	5	-0.1	27	-3	98	99

Bioassay records from PubChem BioAssay.
